# Screens as filed in PubChem BioAssay.
# TLR9-MyD88 inh – blocks human TLR9 binding to MyD88 | inhibition, % at 4.98 µM | 0.21% of 340,000 active | Q9NR96+Q99836 | CHO BLA complementation TLR9-MyD88, CCF4 FRET ratio;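 active means inhibition above the mean over all tested compounds plus 3 SD, cut at about 21% in these data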;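 further: 0% = DMSO only wells and 100% = clavulanate BLA inhibitor control wells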
# MC4R ag barr – human MC4R agonism via beta-arrestin; AID 540308; P32245; U2OS MC4R beta-arrestin complementation, luminescence; percent of melanotan II response, DMSO zero; 0.98% of 360,000 active; activation, % at 8.9 µM;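 active means activation above a per-plate cutoff, the mean activation of sample wells on that plate plus 3 SD, cut at about 8% in these data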
# ABCB6 inh 2 – blocks the human ABCB6 transporter. 0.19% of 360,000 active. fluorescence ratio to DMSO, % at 10 µM. AID 602162. K562-ABCB6 porphyrin accumulation, flow cytometry, 1 h; active compounds read low. Q9NP58;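 active means fluorescence ratio to DMSO below 75%, the collection mean minus 3 SD; inconclusive means too few cells collected in the well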;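 further: signal is porphyrin accumulated inside mitochondria; 100% equals median channel fluorescence of DMSO control wells; lower ratio means ABCB6 inhibition with less porphyrin fluorescence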
# Target sequence (Q9NP58 whole entry, looked up): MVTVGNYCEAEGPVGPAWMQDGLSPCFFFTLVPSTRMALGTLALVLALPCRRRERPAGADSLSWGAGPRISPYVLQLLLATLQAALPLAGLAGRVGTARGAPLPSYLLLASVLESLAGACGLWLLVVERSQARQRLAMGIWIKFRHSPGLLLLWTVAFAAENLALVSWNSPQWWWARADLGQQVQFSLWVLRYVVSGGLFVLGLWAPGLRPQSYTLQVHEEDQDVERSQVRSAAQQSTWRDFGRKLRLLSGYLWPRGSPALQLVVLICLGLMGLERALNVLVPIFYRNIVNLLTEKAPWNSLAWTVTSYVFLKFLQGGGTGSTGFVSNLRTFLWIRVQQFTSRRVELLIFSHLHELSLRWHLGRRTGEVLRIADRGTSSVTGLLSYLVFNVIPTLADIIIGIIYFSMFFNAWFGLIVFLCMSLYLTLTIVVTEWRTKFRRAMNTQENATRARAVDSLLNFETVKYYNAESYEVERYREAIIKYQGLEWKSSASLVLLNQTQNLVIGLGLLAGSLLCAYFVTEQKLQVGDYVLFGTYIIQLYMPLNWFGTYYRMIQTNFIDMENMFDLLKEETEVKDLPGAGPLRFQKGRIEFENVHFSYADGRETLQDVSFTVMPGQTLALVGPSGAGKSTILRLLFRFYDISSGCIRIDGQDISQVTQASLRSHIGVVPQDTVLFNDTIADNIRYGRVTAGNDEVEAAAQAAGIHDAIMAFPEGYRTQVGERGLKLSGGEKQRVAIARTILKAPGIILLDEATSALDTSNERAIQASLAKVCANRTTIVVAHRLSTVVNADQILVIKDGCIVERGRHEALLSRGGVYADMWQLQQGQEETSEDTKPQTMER
# N-glyco inh – N-linked glycosylation inhibition. reporter increase, % at 12.5 µM. D54 ERlucT glycosylation luciferase reporter, 24 h; percent of 100 nM tunicamycin response. 0.23% of 360,000 active;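 active means mean luciferase reporter signal, scaled so untreated is 0 and the glycosylation-blocking control 100, at or above a set limit in every replicate; inconclusive means mean reaches the limit but not every replicate does; inactive means mean below the limit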;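 further: luciferase carries N-glycosylation sites so blocking glycosylation raises the light; 0% = median of neutral control wells and 100% = median of 100 nM tunicamycin wells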
# Exocytosis inh – blocks lytic granule exocytosis; TALL-104 LAMP-1 surface exposure, flow cytometry; cells stimulated with thapsigargin and PMA; inhibition, % at 10 µM; 0.66% of 360,000 active;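 active means inhibition above about 55%, limit read from the data; inconclusive means no clear call, values can overlap the other calls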
# ABHD5 PLIN5 PPI – ABHD5-PLIN5 protein interaction inhibition; Q00G26+Q8WTS1; Split G. princeps luciferase complementation, luminescence, 4 h; inhibition, % at 4 µM; 0.78% of 360,000 active;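 active means inhibition above the mean inhibition across every tested compound plus 3 SD, cut at about 22% in these data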;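 further: 0% = DMSO only wells and the 100% control is not disclosed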
# aDG glyco up – alpha-DG glycosylation activation; 0.22% of 360,000 active; Pro5-aDG cells, alpha-DG glycosylation AlphaScreen (IIH6); 0% Pro5, 100% B10-LARGE cell signal; activation, % at 10 µM;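 active means activation of at least 8% versus controls, or a plate z-score of at least 8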;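 further: Pro5 are CHO cells carrying HIG-tagged alpha-DG that lacks glycosylation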
# Vif inh – HIV Vif inhibition | HEK293T cells, Vif self-association by quenched fluorescence, imaging, 24 h | inhibition, % at 7.49 µM | 0.35% of 340,000 active | AID 602346; in the data active means inhibition above about 50%, passing the limit was not always enough; inconclusive means no clear call, values can overlap the other calls; inactive means below about 31%; further: some results filed as inactive read as strong as hits
# MC4R antag cAMP – human MC4R antagonism in cAMP assay | P32245 | MC4R-expressing cells, MTII-stimulated cAMP, LANCE TR-FRET | inhibition, % at 6.5 µM | 0.48% of 360,000 active;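 active means inhibition above its plate's cutoff, the mean of tested wells on that plate plus 3 SD, cut at about 29% in these data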;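 further: 0% = Melanotan II alone and 100% = Melanotan II plus saturating MCL0020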
#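 material = U2OS cells stably expressing human melanocortin 4 receptor (MC4R) | also added = Melanotan II challenge | dosing = single nominal compound dose of 6.5 µM | detection = TR-FRET with Eu-cAMP and labeled anti-cAMP, 671 nm | replication = singlicate | timing = compound 30 min, challenge 1 h, detection 1 h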
# NOD2-RIPK2 inh – inhibitors of human NOD2-RIPK2 interaction. inhibition, % at 4.98 µM. CHO BLA complementation NOD2-RIPK2, CCF4 ratio. AID 624267. 0.38% of 360,000 active; in the data active means inhibition above about 21%;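 further: 0% = vehicle only and 100% = reference blocker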
# * hit, by the source's call; u = inconclusive; x = no result given. Some of the compounds tested; the hit share may differ from the screen's.
molecule	TLR9-MyD88 inh	MC4R ag barr	ABCB6 inh 2	N-glyco inh	Exocytosis inh	ABHD5 PLIN5 PPI	aDG glyco up	Vif inh	MC4R antag cAMP	NOD2-RIPK2 inh
O=c1[nH]c(=S)n(C2CC2)c(O)c1C=NCC1CCCO1 (configuration not stated)	-5.2	-0.7	97.0	4.4	-1.3	2.6	-0.2	4.7	5.3	-11.7
COc1ccc(CN2CCN(C(=O)COc3ccc4ccccc4c3)CC2)c(OC)c1	0.4	1.3	89.0	-1.4	33.7	13.0	3.8	1.8	7.5	-4.2
CC(C)NC(C)C(=O)C12CC3CC(CC(C3)C1)C2 (configuration not stated)	-3.2	0.0	102.0	0.3	-5.9	7.5	-0.1	-31.9	2.4	1.8
CCNC(=O)NC(=O)C(C)OC(=O)c1c(C)nn(Cc2ccccc2Cl)c1Cl (configuration not stated)	-2.3	-0.2	83.0	-2.2	1.5	-0.1	0.0	11.5	-8.6	2.3
Cn1c(O)c(C=Nc2ccccc2)c(=O)n(C)c1=O	9.3	-0.3	98.0	-1.0	-2.5	-3.5	-0.1	-11.3	-5.5	0.5
CCCCC(=O)N/N=C/c1c(O)n(C2CC2)c(=S)[nH]c1=O	-1.5	1.8	98.0	0.0	-0.5	-0.7	-0.1	7.0	1.5	-0.1
Cc1nc2ccccc2c(=O)n1-c1cccc(C(F)(F)F)c1	-9.0	-0.1	102.0	-3.1	-1.9	-2.0	0.0	-3.4	0.3	2.8
CC1=CC(=Cc2sc3ccccc3[n+]2C)C=C(C)O1	6.9	-1.6	425.0	18.4	4.0	2.5	-0.1	0.6	-25.9	-5.0
CSC(=Nc1ccccc1)c1c(O)n(C)c(=O)n(C)c1=O	2.1	0.1	104.0	2.1	-5.4	-4.6	0.1	16.9	13.6	-3.8
CC(C#N)CCC#N (configuration not stated)	1.4	0.1	103.0	0.2	0.7	-5.2	0.1	2.1	11.8	4.8
Cc1cc(C)c2c(ccc3cccc[n+]32)c1	x	-1.6	96.0	3.7	0.8	1.6	-0.2	-2.1	-2.3	-17.6
COC(=O)[C@@]1(Cc2ccc(F)cc2)[C@H]2c3cc(C(=O)N(C)C)[nH]c3C[C@H]2CN1C(=O)c1ccccc1	-7.6	-1.4	98.0	0.3	-5.3	1.7	-0.3	-3.5	10.3	-4.9
C=CCN(CC=C)C(=O)Nc1ccc(OCC)cc1	3.9	1.6	106.0	0.7	-5.8	3.9	0.2	2.5	-7.6	-8.4
CCN1CCN(c2nc3ccccc3s2)CC1	2.8	0.9	99.0	-1.0	0.2	2.5	0.0	7.2	8.5	-5.8
CN1CCN(/N=C/c2c(O)n(C)c(=O)n(C)c2=O)CC1	1.0	-2.0	95.0	-0.5	-2.0	-3.4	0.1	-6.3	4.7	-9.0
COC(=O)C1=C(c2cccc(OC)c2OC)C[C@@H]2CC[C@H]1N2C(=O)NCc1ccccc1	-2.7	-1.2	93.0	-1.8	-3.8	2.8	0.2	-8.1	6.5	8.2
COc1cc2[nH]c(=O)n(-c3ccccc3)c(=O)c2cc1OC	4.4	-0.9	91.0	1.6	-0.4	4.3	-0.1	11.9	0.4	3.2
CCCCn1c(O)c(C(C)=NCCCN(CC)CC)c(=O)[nH]c1=O	4.4	-1.4	101.0	-2.2	-1.4	-2.3	-0.1	2.2	-2.0	-3.6
CN1CCN(c2c(N)c(=O)oc3ccccc23)CC1	3.0	0.4	99.0	0.3	-0.4	1.5	0.0	8.1	-3.8	2.7
O=[N+]([O-])c1ccc(C2[C@H]3C(c4ccccc4)=NC4(CCCC4)N23)cc1 (some centres not stated)	4.3	-0.6	102.0	-1.4	-1.7	3.5	0.1	-3.4	5.6	-2.9
CC(=NCC1CCCO1)c1c(O)n(C2CCCCC2)c(=O)[nH]c1=O (configuration not stated)	8.6	0.1	97.0	-2.6	0.4	-7.1	0.1	5.8	19.3	0.7
CCc1c(C)nc(N)nc1N1N=C1SC(C(C)=O)C(C)=O	-5.1	0.4	102.0	-0.2	-3.8	0.4	0.6	-2.5	6.1	-2.6
Cc1nn(Cc2ccccc2)c(C)c1C(=O)NCc1ccccc1F	-4.2	-0.4	96.0	-1.3	-2.4	0.5	0.9	-0.8	12.3	-3.4
CCN(CC)C(=O)c1ccc(NC(=O)c2cccc(F)c2)cc1	-6.9	-3.8	97.0	4.0	2.3	-4.3	0.0	-9.1	-2.7	-3.4
COc1cc(/C=N/n2cnnc2)ccc1OC(=O)N(C)C	5.8	-2.0	104.0	1.9	-1.1	-8.0	-0.3	11.0	5.9	4.2
Nc1ccc(CCN2CCN(c3cccc(C(F)(F)F)c3)CC2)cc1	-1.7	1.7	95.0	1.3	-3.9	5.5	0.1	7.5	8.0	-6.6
CCCC(=O)Nc1cc(C(=O)N2CCC3(CC2)OCCO3)ccc1S(=O)(=O)c1ccc(C)cc1	-0.7	-0.7	101.0	2.2	1.9	-0.7	-0.1	0.1	-0.5	6.1
CC(C)OCCCNC(=O)c1c(N)n(CC2CCCO2)c2nc3ccccc3nc12 (configuration not stated)	-0.8	6.6	103.0	3.4	1.5	-35.0	0.2	1.4	5.6	-3.0
CCOC(=O)[C@]12Cc3ccccc3[C@H]1N(C(C)C)C(=O)c1ccccc12	x	x	101.0	x	-13.0	5.2	0.3	x	x	-6.1
CCCN(CC1CC1)CC(O)c1ccccc1 (configuration not stated)	-9.4	-1.1	97.0	1.1	-1.5	-3.2	0.2	-5.7	11.0	-6.5

# Remaining list, next part
molecule	TLR9-MyD88 inh	MC4R ag barr	ABCB6 inh 2	N-glyco inh	Exocytosis inh	ABHD5 PLIN5 PPI	aDG glyco up	Vif inh	MC4R antag cAMP	NOD2-RIPK2 inh
CCN(CC)CCCN=C(C)c1c(O)n(C2CCCCC2)c(=O)[nH]c1=O	-2.2	-0.7	101.0	-2.1	-0.7	8.4	0.1	-4.1	5.5	7.1
O=C1NC(c2cc3ccccc3nc2Cl)Nc2ccccc21 (configuration not stated)	15.4	-1.4	97.0	0.8	-4.3	6.5	0.4	9.3	-8.5	-9.4
O=C1CC(=O)N(c2cccc(C(F)(F)F)c2)C(=O)N1	4.1	0.1	101.0	-1.2	-2.8	6.8	0.1	-9.6	8.3	-4.5
COc1ccc(CN2CCCC(C(=O)c3cccc(Cl)c3)C2)cc1 (configuration not stated)	-6.0	9.0*	100.0	-0.7	-5.8	6.9	-0.2	-10.8	4.2	0.5
CC(C)NC(=O)c1ccc(N2CC3CC(C2)c2cccc(=O)n2C3)c([N+](=O)[O-])c1 (configuration not stated)	-13.7	-2.5	99.0	1.4	-2.4	-1.8	0.0	0.6	-4.3	-9.4
O=C(O)C1C2c3ccccc3C(c3ccccc32)C1C(=O)Nc1ccccc1 (configuration not stated)	-11.9	-1.6	96.0	0.0	-3.7	-3.1	-0.1	9.3	-3.9	-9.2
CC(C)OC(=O)Nc1ccc(N=C(N)N[N+](=O)[O-])cc1	3.2	1.6	99.0	1.9	-0.4	2.5	-0.7	2.0	12.2	4.6
C[C@H]1O[C@@H](OC2CC[C@]3(C=O)[C@H]4CC[C@]5(C)[C@@H](C6=CC(=O)OC6)CC[C@]5(O)[C@@H]4CC[C@]3(O)C2)CC2OC(C)(C)OC21 (some centres not stated)	-10.8	39.8*	104.0	-17.8	-10.4	5.0	0.0	2.3	-3.0	-4.4
O=C(CN1CCCCC1)c1cccc(Br)c1	-7.3	0.6	80.0	2.9	-2.6	4.0	-0.3	-3.6	3.7	-3.7
Cc1nn(CC(C)C)c(Cl)c1C(=O)NC1CCCC1	3.5	0.5	98.0	-2.0	2.7	-1.3	0.0	-7.1	5.7	-7.4
CN1CCN(CC#CCOc2ccc(Cl)cc2)CC1	0.7	0.5	97.0	-0.5	17.5	3.1	0.2	-4.7	1.9	-12.2
O=C(COc1ccc2ccc(=O)oc2c1)N1CCC(C(=O)O)(c2ccccc2)CC1	-0.8	-3.0	u	4.9	-1.8	0.0	-0.2	-3.0	11.3	-2.1
CC12CCC3C(CCC4(O)CC(O)CCC34C=NO)C1(O)CCC2C1=COC(=O)C1 (configuration not stated)	5.5	25.9*	98.0	-16.5	-5.0	-3.6	0.1	11.9	2.0	-5.0
O=C(NCC1=C(c2cccc3ccccc23)C[C@@H]2CC[C@H]1N2Cc1ccco1)c1cccs1	7.9	0.8	97.0	-3.0	-0.6	10.2	-0.2	5.6	0.9	-5.5
O=c1[nH]c(=O)n(Cc2ccc(F)cc2)c(O)c1C=NCC1CCCO1 (configuration not stated)	6.7	2.3	85.0	1.0	-1.1	3.5	0.4	6.7	-6.2	1.6
O=[N+]([O-])c1cccc(NP(=O)(Oc2ccccc2)Oc2ccccc2)c1	10.8	-1.4	96.0	8.1	-6.3	0.3	0.0	-2.6	-14.7	4.8
CC(NCc1ccccc1Cl)C(O)c1ccccc1 (configuration not stated)	1.9	1.8	83.0	-0.5	2.6	-2.6	0.0	4.5	5.6	-5.0

# In another format: 9 of the compounds above.
# Values run as follows: TLR9-MyD88 inh	MC4R ag barr	ABCB6 inh 2	N-glyco inh	Exocytosis inh	ABHD5 PLIN5 PPI	aDG glyco up	Vif inh	MC4R antag cAMP	NOD2-RIPK2 inh
COc1cc(/C=N/n2cnnc2)ccc1OC(=O)N(C)C
→ 5.8	-2.0	104.0	1.9	-1.1	-8.0	-0.3	11.0	5.9	4.2
Nc1ccc(CCN2CCN(c3cccc(C(F)(F)F)c3)CC2)cc1
→ -1.7	1.7	95.0	1.3	-3.9	5.5	0.1	7.5	8.0	-6.6
CCCC(=O)Nc1cc(C(=O)N2CCC3(CC2)OCCO3)ccc1S(=O)(=O)c1ccc(C)cc1
→ -0.7	-0.7	101.0	2.2	1.9	-0.7	-0.1	0.1	-0.5	6.1
CC(C)OCCCNC(=O)c1c(N)n(CC2CCCO2)c2nc3ccccc3nc12 (configuration not stated)
→ -0.8	6.6	103.0	3.4	1.5	-35.0	0.2	1.4	5.6	-3.0
CCOC(=O)[C@]12Cc3ccccc3[C@H]1N(C(C)C)C(=O)c1ccccc12
→ x	x	101.0	x	-13.0	5.2	0.3	x	x	-6.1
CCCN(CC1CC1)CC(O)c1ccccc1 (configuration not stated)
→ -9.4	-1.1	97.0	1.1	-1.5	-3.2	0.2	-5.7	11.0	-6.5
CCN(CC)CCCN=C(C)c1c(O)n(C2CCCCC2)c(=O)[nH]c1=O
→ -2.2	-0.7	101.0	-2.1	-0.7	8.4	0.1	-4.1	5.5	7.1
O=C1NC(c2cc3ccccc3nc2Cl)Nc2ccccc21 (configuration not stated)
→ 15.4	-1.4	97.0	0.8	-4.3	6.5	0.4	9.3	-8.5	-9.4
O=C1CC(=O)N(c2cccc(C(F)(F)F)c2)C(=O)N1
→ 4.1	0.1	101.0	-1.2	-2.8	6.8	0.1	-9.6	8.3	-4.5
